Screens as filed in PubChem.
PrPC TRFRET: cell surface PrPC inhibition, primary TR-FRET screen; TR-FRET read-out; inhibition, % at 13.8 µM; actives 0.43% (n = 370,000); AID 720596; in the data active = inhibition above about 24%; also: 0% = median of the test wells and 100% = reference compound wells
GDH-TPI inh: inhibits GDH-TPI coupling enzymes, artifact for Mtb FBA screen. actives 1.2% (n = 360,000). inhibition, % at 4.8 µM. GDH-TPI coupled enzyme counterscreen, NADH absorbance. AID 588335; in the data active = inhibition above about 30%;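 also: 0% = DMSO wells and 100% = wells lacking the enzyme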
FadD28 binding: inhibitors of Mycobacterium tuberculosis FadD28 bisubstrate binding. FadD28 bisubstrate probe binding, fluorescence polarization. inhibition, % at 12.5 µM. actives 0.22% (n = 360,000); in the data active = inhibition above about 8.5%, passing the limit was not always enough; inconclusive = no clear call, values can overlap the other calls
Mtb FBA inh: inhibitors of M. tuberculosis fructose-bisphosphate aldolase | P9WQA3 | purified M. tuberculosis FBA, fluorescence read-out | inhibition, % at 1 µM | actives 2.3% (n = 360,000) | AID 588726; in the data active = inhibition above about 27%;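 also: 0% = vehicle and 100% = reference inhibitor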
MazEF act: increases E. coli MazEF RNase cleavage of RNA. P0AE70. FAM/BHQ RNA-DNA oligo cleavage fluorescence, 5 h. activation, % at 20 µM. actives 0.32% (n = 350,000). AID 504720; in the data active = activation above about 50%
Target sequence (P0AE70 whole entry, looked up): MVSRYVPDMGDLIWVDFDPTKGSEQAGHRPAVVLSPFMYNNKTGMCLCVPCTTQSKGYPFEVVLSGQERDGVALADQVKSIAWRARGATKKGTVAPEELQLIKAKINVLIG
Rv3671c inh: inhibitors of M. tuberculosis serine protease Rv3671c. actives 0.048% (n = 320,000). inhibition, % at 5.96 µM; in the data active = inhibition above about 38%;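 also: extracellular domain of Rv3671c used as enzyme; 0% = enzyme with DMSO and 100% = no enzyme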
Target sequence (P9WHR9 whole entry, looked up, the tested form may be a part): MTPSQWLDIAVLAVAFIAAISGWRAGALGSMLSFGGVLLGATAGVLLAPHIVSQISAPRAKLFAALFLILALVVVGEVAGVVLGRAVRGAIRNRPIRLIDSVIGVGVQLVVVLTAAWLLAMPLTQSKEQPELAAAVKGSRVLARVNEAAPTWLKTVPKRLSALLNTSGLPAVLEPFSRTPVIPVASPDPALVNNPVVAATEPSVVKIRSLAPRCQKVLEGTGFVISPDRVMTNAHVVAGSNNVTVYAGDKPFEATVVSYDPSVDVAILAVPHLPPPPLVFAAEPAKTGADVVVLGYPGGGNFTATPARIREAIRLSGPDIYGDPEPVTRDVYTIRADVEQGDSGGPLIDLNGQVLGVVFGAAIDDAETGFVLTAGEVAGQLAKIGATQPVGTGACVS
BoNT F protease: BoNT F light chain protease inhibition; Multiplex microsphere protease cleavage assay, flow cytometry; inhibition, % at 10 µM; actives 0.22% (n = 360,000); in the data active = inhibition above about 35%, passing the limit was not always enough; inconclusive = no clear call, values can overlap the other calls; also: plate controls were buffer without enzyme for full effect and enzyme alone for no effect
UGM FP inh: inhibitors of M. tuberculosis UDP-galactopyranose mutase; inhibition, % at 10 µM; AID 504406; P9WIQ1; actives 0.06% (n = 320,000); purified UGM, fluorescence polarization probe displacement; in the data active = inhibition above about 10%, passing the limit was not always enough; inconclusive = no clear call, values can overlap the other calls
Target sequence (P9WIQ1 whole entry, looked up): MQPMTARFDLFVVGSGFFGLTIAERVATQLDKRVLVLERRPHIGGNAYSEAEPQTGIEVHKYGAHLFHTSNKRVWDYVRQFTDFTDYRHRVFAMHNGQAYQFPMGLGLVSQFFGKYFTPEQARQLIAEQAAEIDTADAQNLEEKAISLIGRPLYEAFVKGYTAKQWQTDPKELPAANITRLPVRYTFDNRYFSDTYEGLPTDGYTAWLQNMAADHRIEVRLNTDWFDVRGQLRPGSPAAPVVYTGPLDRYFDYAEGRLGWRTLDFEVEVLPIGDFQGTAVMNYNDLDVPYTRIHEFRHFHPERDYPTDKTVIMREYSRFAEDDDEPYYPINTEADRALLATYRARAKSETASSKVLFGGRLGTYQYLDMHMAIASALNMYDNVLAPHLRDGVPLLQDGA
Mtb BioA inh: blocks M. tuberculosis BioA enzyme activity. purified M. tuberculosis BioA enzyme, plate reader. inhibition, % at 9.99 µM. actives 0.096% (n = 360,000); in the data active = inhibition above about 40%; inconclusive = no clear call, values can overlap the other calls
Starred values were filed as active, the others as inactive; ? = inconclusive; / = no result given; & = joins results of further samples.

| structure | UGM FP inh | GDH-TPI inh | FadD28 binding | MazEF act | Mtb BioA inh | PrPC TRFRET | Rv3671c inh | BoNT F protease | Mtb FBA inh |
| --- | --- | --- | --- | --- | --- | --- | --- | --- | --- |
| CCOc1ccc(N(CC(=O)NCc2ccccc2)S(=O)(=O)c2ccc(C)cc2)cc1 | -4.2 | -5 | -2.3 | 2 | 0.7 | 2 | 6 | -6 | -3 |
| Cc1nc2cc(C(F)(F)F)ccc2n1CCNc1nc(-c2ccc([N+](=O)[O-])c(Cl)c2)cs1 | 1.3 | -3 | -1.4 | -1 | -0.4 | 4 | 5 | 3 | -1 |
| Nc1nnc(SCC(=O)Nc2ccc(F)c(Cl)c2)n1-c1ccccc1 | 2.5 | 4 | -1.0 | -12 | 7.8 | 4 | -11 | -8 | -2 |
| CC1(C(=O)NS(=O)(=O)c2ccccc2Cl)CCN1C(=O)c1cccc2ccccc12 (stereo unspecified) | / | 12 | 0.0 | / | -1.0 | 6 | / | -2 | 0 |
| CC(C)OCC1CC(CC(=O)NC(=S)Nc2cccc([N+](=O)[O-])c2)C(=O)O1 (stereo unspecified) | 2.5 | -3 | 1.1 | -1 | 1.5 | -11 | -1 | -10 | -4 |
| O=C1NCCN1CCNS(=O)(=O)c1ccc2ccccc2c1 | 1.9 | -6 | -4.4 | -4 | -2.5 | -4 | 4 | 3 | 1 |
| Cn1c(C(=O)NCCc2ccsc2)cc2c(=O)n(C)c3ccccc3c21 | 1.1 | 7 | -2.5 | 7 | -0.8 | 7 | 0 | -3 | 5 |
| COc1ccc(CC(=O)OCC(=O)Nc2ccc(OC(F)F)cc2)cc1OC | -4.3 | 6 | -2.9 | 12 | 0.7 | 0 | 3 | 17 | 1 |
| COc1cccc(/C=C/C(=O)OCC(=O)c2cc(C)n(CC3CCCO3)c2C)c1OC (stereo unspecified) | -4.1 | 3 | 0.2 | -3 | / | -2 | -10 | -5 | -2 |
| CCCn1c(=O)c(C(=O)NCc2ccccc2OC)c(O)c2ccccc21 | 1.1 | -7 | -0.7 | 2 | -0.2 | 4 | 5 | ? | 1 |
| Cc1cc(-c2nn(-c3ccccc3F)cc2CN2CCN(c3ccncc3)CC2)c(C)s1 | -0.3 | 8 | -16 | 0 | 2.8 | -8 | 2 | -4 | 1 |
| COc1cc(/C=N\NC(=O)CNC(=O)C(c2ccccc2)c2ccccc2)ccc1O | 1.1 | 16 | 0.3 | 7 | / | -7 | -1 | -12 | 6 |
| Cc1ccc(S(=O)(=O)NCC(=O)OCc2ccccc2Br)cc1 | 0.3 | 3 | 0.2 | 1 | / | -3 | -6 | -4 | 2 |
| CC1(C)C(=O)Nc2ccccc2N1C(=O)CSc1nc(-c2ccccc2)cs1 | 0.5 | -3 | -5.7 | 9 | / | 9 | -4 | -5 | -2 |
| Cc1cc(C(=O)NNC(=O)CCN2CCN(c3ccccc3)CC2)c2ccccc2n1 | -2.2 | -3 | -3.5 | 9 | 1.4 | 3 | 2 | -3 | -1 |
| CCOc1ccc2nc(SCc3ccc(OC)cc3)sc2c1 | 4.7 | 3 | -2.1 | -4 | / | 0 | -5 | -2 | 2 |
| COC(=O)[C@@]12CCCN1[C@H](c1ccc(-c3ccc(F)cc3)cc1)[C@H]1C(=O)N(C)C(=O)[C@H]12 | 1.8 | 6 | -1.9 | 3 | -1.7 | 0 | -7 | 7 | 9 |
| O=C(c1cccs1)N1CCCC1 | -1.2 | 5 | 0.1 | 7 | -0.6 | -3 | -5 | 7 | 1 |
| COc1ccc(N2CCN(C(=O)c3cc4c(=O)n(Cc5ccccc5)ccc4nc3C)CC2)cc1 | -1.5 | 5 | -1.3 | 9 | -0.1 | 0 | -3 | 0 | 3 |
| COc1cc(-c2nnn(Cc3ccccc3C)n2)cc(OC)c1OC | 2.9 | 1 | -1.0 | 0 | / | 3 | 0 | 1 | 3 |
| O=C1/C(=C/c2cccnc2)SC(=NCc2ccccc2)N1Cc1ccccc1 | -0.7 | 4 | 0.3 | -1 | / | -6 | -6 | -3 | 2 |
| COc1cc(OC)cc(-c2sc3ccc(OC)cc3c2C#CC(C)(C)O)c1 | 3.1 | 13 | -6.7 | -12 | -3.0 | -5 | -43 | 2 | 10 |
| O=C(CCl)NCC1CCCO1 (stereo unspecified) | 0.9 | -2 | -0.1 | 0 | / | 6 | -2 | -2 | 9 |
| O=c1[nH]c2c(s1)C(c1ccco1)C1C3CCC(C3)C1S2 (stereo unspecified) | 0.6 | 4 | -2.6 | -8 | -1.4 | 3 | -28 | -7 | 0 |
| COc1ccc(C(=O)NCC(=O)OCC(=O)Nc2sccc2C#N)cc1OC | 3.4 | -3 | -2.8 | 1 | / | -11 | -7 | -8 | 1 |
| Cc1nn(CCCC(=O)Nc2cc(Oc3ccc(F)cc3)cc([N+](=O)[O-])c2)c(C)c1[N+](=O)[O-] | 3.0 | 6 | -3.6 | -7 | / | -7 | -29 | -1 | 0 |
| O=C(NCC1CCCO1)C1CC(c2ccc(Cl)c(Cl)c2)=NO1 (stereo unspecified) | -4.8 | 14 | -0.4 | 13 | -2.0 | 9 | 6 | -1 | 3 |
| O=C(NCCN1C(=O)S/C(=C\c2ccc(F)cc2)C1=O)C1CCN(S(=O)(=O)c2cccs2)CC1 | 4.6 | 14 | -0.6 | 47 | -1.4 | 8 | -12 | 3 | -1 |
| CNC(=O)NC(=O)C(C)OC(=O)c1ccc(Cl)c(S(=O)(=O)Nc2ccc(F)cc2)c1 (stereo unspecified) | -3.8 | 11 | -1.0 | 6 | -0.6 | 8 | 1 | -5 | 4 |
| Cc1nn(C)c(C)c1CS(=O)(=O)c1ccccc1 | -1.4 | -1 | -1.8 | 1 | / | 0 | -2 | -6 | -1 |
| CCn1c2ccccc2c2cc(NS(=O)(=O)c3ccc(C)cc3)ccc21 | 0.1 | -11 | -3.2 | 7 | -0.3 | 6 | -19 | -9 | 0 |
| COc1ccc(C(=O)Nc2ccc(C(=O)N3CCCCC3C)cc2)c(OC)c1OC (stereo unspecified) | 5.4 | 2 | 0.3 | 1 | 1.0 | -1 | -12 | -1 | 1 |

Entries of single compounds, quoted from the list. Screens in order: UGM FP inh, GDH-TPI inh, FadD28 binding, MazEF act, Mtb BioA inh, PrPC TRFRET, Rv3671c inh, BoNT F protease, Mtb FBA inh
Entry for `COc1ccc(C(=O)NCC(=O)OCC(=O)Nc2sccc2C#N)cc1OC` = 3.4, -3, -2.8, 1, /, -11, -7, -8, 1
Entry for `Cc1nn(CCCC(=O)Nc2cc(Oc3ccc(F)cc3)cc([N+](=O)[O-])c2)c(C)c1[N+](=O)[O-]` = 3.0, 6, -3.6, -7, /, -7, -29, -1, 0
Entry for `O=C(NCCN1C(=O)S/C(=C\c2ccc(F)cc2)C1=O)C1CCN(S(=O)(=O)c2cccs2)CC1` = 4.6, 14, -0.6, 47, -1.4, 8, -12, 3, -1
Entry for `Cc1nn(C)c(C)c1CS(=O)(=O)c1ccccc1` = -1.4, -1, -1.8, 1, /, 0, -2, -6, -1

(further entries)
| structure | UGM FP inh | GDH-TPI inh | FadD28 binding | MazEF act | Mtb BioA inh | PrPC TRFRET | Rv3671c inh | BoNT F protease | Mtb FBA inh |
| --- | --- | --- | --- | --- | --- | --- | --- | --- | --- |
| O=C(Cn1cnc2ccccc2c1=O)N(Cc1ccco1)c1ccc(O)cc1 | -0.3 | 11 | -2.7 | 1 | 1.2 | -5 | -8 | -7 | 3 |
| Cn1cccc1C(=O)NC(=O)COC(=O)c1cc([N+](=O)[O-])ccc1Cl | 0.7 | 2 | 0.2 | 6 | / | -11 | 3 | -1 | -1 |
| CCOc1cc(N2CCOCC2)c(OCC)cc1NC(=O)c1cc(C)nc2ccccc12 | 3.3 | 15 | -1.8 | 6 | / | 0 | 2 | 0 | -6 |
| O=C(Nc1ccc(S(=O)(=O)Nc2ncccn2)cc1)c1ccc(S(=O)(=O)N2CCCC2)cc1 | -1.2 | -3 | -0.9 | -5 | / | 3 | -5 | -1 | 0 |
| CCOC(=O)C1(Cc2ccccc2C)CCCN(Cc2cn(C)nc2C)C1 (stereo unspecified) | -0.3 | -3 | -0.9 | -12 | / | -3 | 1 | 3 | -1 |
| CCc1nc2cc(NC(=O)C3(C)CCCN(C(C)=O)C3)ccc2o1 (stereo unspecified) | / | 2 | -2.3 | / | -1.2 | -3 | / | 3 | 1 |
| COC(=O)c1ccc(C(=O)OC)c(NC(=O)CN2CCCCC2)c1 | -1.8 | 8 | 0.9 | 2 | / | 0 | -6 | -3 | 3 |
| O=C(C1CCN(CCCc2ccccc2)CC1)N1CCCCC1 | / | 5 | -0.9 | -18 | -2.6 | -2 | 0 | 4 | 0 |
| COc1ccc(Sc2ncnc3onc(C)c23)cc1 | 3.3 | 1 | 0.8 | -15 | / | 1 | 5 | 2 | 1 |
| Cc1ccccc1N(C)S(=O)(=O)c1nnc(NC(=O)c2ccco2)s1 | -1.5 | 17 | -4.4 | 6 | -1.3 | 7 | -8 | 5 | 4 |
| Cc1cc(/C(O)=C2\C(=O)C(=O)N(CCN(C)C)C2c2ccncc2)ccc1OCc1ccccc1 (stereo unspecified) | 1.0 | 8 | 0.4 | -1 | / | -4 | 6 | -4 | 1 |
| N#Cc1c(=O)c2nc(NCc3ccccc3)ncc2n2ccccc12 | -2.1 | 18 | -1.7 | -4 | -0.7 | -30 | 5 | 0 | 22 |
| C[C@@H]1CN([C@H](C)CO)C(=O)CCCn2nncc2CO[C@H]1CN(C)Cc1ccccc1 | / | -8 | -3.5 | 5 | -0.1&0.1 | -10 | / | -2 | -3 |
| O=C1CN(C(=O)COC(=O)c2oc3ccccc3c2COc2ccccc2)c2ccccc2N1 | 1.3 | 4 | -1.1 | -9 | -0.6 | 11 | 3 | -4 | -1 |
| O=C(O)CC(NC(=O)CC(c1ccccc1)c1ccccc1)c1cccc([N+](=O)[O-])c1 (stereo unspecified) | 1.3 | 10 | -2.7 | 0 | 1.0 | 4 | -2 | -21 | -1 |
| COc1ccc(-c2cc(-c3ccccc3)nc(N)n2)c(O)c1 | / | 20 | -2.2 | 16 | / | -6 | / | -5 | 2 |
| Cn1c(=O)c2c(ncn2CC(=O)NC[C@H]2O[C@@H](n3cnc4c(N)ncnc43)[C@H](O)[C@@H]2O)n(C)c1=O | / | -3 | 0.2 | 2 | -4.9 | 1 | / | -4 | 5 |
| Cc1cccc(C(=O)NNC(=O)c2ccco2)c1 | 3.2 | 3 | -3.6 | 3 | / | 1 | -3 | -1 | -1 |
| CC(C)(C)N(CC#CCC(O)(c1ccccc1)c1ccccc1)CCO | 0.2 | -2 | -4.1 | 1 | / | 4 | 0 | 1 | 1 |
| Cn1cc([N+](=O)[O-])c(C(=O)Nc2ccn(C34CC5CC(CC(C5)C3)C4)n2)n1 | 2.5 | 6 | -1.8 | 1 | / | -6 | -10 | 0 | 0 |
| COc1ccc(NC2CCCN(C(=O)c3cccnc3)C2)cc1 (stereo unspecified) | -1.4 | 5 | -0.4 | 0 | 1.0 | -1 | 10 | 13 | 1 |
| Cc1nnsc1C(=O)NNS(=O)(=O)c1cc(C(F)(F)F)cc(C(F)(F)F)c1 | 5.3 | 9 | -1.6 | 8 | / | 13 | -4 | / | -5 |
| COC(=O)c1c(-c2ccc(C(C)(C)C)cc2)csc1NC(=O)C1C2CCC(O2)C1C(=O)O (stereo unspecified) | -2.8 | 13 | -4.0 | 0 | 2.0 | 6 | -11 | 3 | 1 |
| COc1ccc(/C=N/N(c2ccccc2)c2ccccc2)cc1O | 0.4 | 13 | / | -26 | -3.0 | 6 | / | -6 | -1 |
| COCCCNC(=S)Nc1ccccc1C | 2.3 | -5 | -2.5 | -4 | / | -6 | 3 | 0 | -1 |
| O=C1C2C3C=CC(C3=C3CCCCC3)C2C(=O)N1c1ccccc1 (stereo unspecified) | -2.4 | -8 | -1.6 | -1 | -0.3 | 4 | 0 | -4 | 4 |
| CCOc1ccccc1NC(=O)N1CCCC1C(=O)NCc1cccs1 (stereo unspecified) | 0.3 | -3 | -4.5 | 6 | -0.2 | -3 | -11 | -4 | -3 |
| Nc1nc(-c2ccco2)nn1C(=O)CCc1ccccc1 | 0.7 | 0 | -0.8 | -1 | -2.3 | 1 | 0 | -9 | 6 |
| Cc1cc(Br)ccc1NC(=O)CN(C)C(=O)c1cc(S(=O)(=O)N(C)C)ccc1N1CCCC1 | -0.5 | 6 | -5.2 | 5 | 0.3 | -5 | 0 | 7 | -2 |
| Cc1ccnc(NC(=O)c2ccc(COc3ccc(Cl)cc3)o2)c1 | 2.9 | 3 | 0.2 | 2 | -0.5 | 4 | 2 | / | 3 |
